OXTR agonist = activates the human oxytocin receptor | CHO-OTR cells, Fluo-8 calcium fluorescence; normalized: DMSO 0%, oxytocin 100% | activation, % at 3 µM | 320,000 tested, 0.32% active | AID 2435;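 active = activation above the mean of all tested compounds plus 3 SD, cutoff set per screening run, cut at about 20% in these data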;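 also: peak over basal fluorescence ratio from a 100 s FLIPR kinetic read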
Target sequence (P30559 whole entry, looked up): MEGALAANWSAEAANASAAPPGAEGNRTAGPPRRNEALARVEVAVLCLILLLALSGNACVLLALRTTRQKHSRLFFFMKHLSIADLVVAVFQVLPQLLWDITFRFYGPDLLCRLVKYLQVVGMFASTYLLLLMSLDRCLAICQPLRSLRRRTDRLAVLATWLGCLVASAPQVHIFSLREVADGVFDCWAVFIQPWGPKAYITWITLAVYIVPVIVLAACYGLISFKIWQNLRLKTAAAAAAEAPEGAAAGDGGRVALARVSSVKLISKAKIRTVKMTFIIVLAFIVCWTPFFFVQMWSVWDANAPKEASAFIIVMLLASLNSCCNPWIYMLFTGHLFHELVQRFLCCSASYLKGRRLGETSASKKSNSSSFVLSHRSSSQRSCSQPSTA
IMP-1 inhibitor = blocks Pseudomonas aeruginosa IMP-1 metallo-beta-lactamase; inhibition, % at 5.6 µM; AID 1556; 290,000 tested, 0.45% active; purified IMP-1, nitrocefin hydrolysis, epi-absorbance fluorescence;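 active = inhibition above the mean plus 3 SD of all compounds in the same screening run, cut at about 4.5% in these data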;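 also: 0% = IMP-1 with DMSO and 100% = DMSO wells lacking enzyme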
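assay system = purified recombinant IMP-1 metallo-beta-lactamase enzyme | schedule = 15 min preincubation plus 25 min reaction at 25 °C | signal = Epi-absorbance fluorescence, 480 nm excitation, 530 nm emission | read-out basis = percent inhibition from optical density relative to buffer-blank wells | controls = IMP-1 with DMSO as 0%, enzyme-free DMSO as 100%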
GalR3 antag = human GalR3 antagonism | O60755 | HEK293 GalR3-CNG cAMP membrane potential fluorescence; galR3 body fused to GalR1 C-terminus | inhibition, % at 3 µM | 360,000 tested, 0.44% active | AID 651719;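 active = inhibition above the screen-wide average plus 3 SD, cut at about 13% in these data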;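 also: forskolin and galanin both at EC90 stimulate the cells; cAMP rise reported by CNG channel membrane potential dye signal; 0% = forskolin plus galanin with DMSO and 100% = forskolin alone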
Target sequence (O60755 1-299 limits assumed): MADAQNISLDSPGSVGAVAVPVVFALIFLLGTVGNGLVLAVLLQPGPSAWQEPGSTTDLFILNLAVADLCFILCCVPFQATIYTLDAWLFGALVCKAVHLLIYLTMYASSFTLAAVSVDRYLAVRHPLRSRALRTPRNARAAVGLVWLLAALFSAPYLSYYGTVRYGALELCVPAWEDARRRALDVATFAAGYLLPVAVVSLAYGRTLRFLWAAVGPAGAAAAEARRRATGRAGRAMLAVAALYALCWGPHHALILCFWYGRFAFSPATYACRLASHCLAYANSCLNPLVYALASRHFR
PHOSPHO1 block = PHOSPHO1 (human) inhibition; Q8TCT1; recombinant PHOSPHO1, absorbance phosphatase assay; inhibition, % at 13.3 µM; 290,000 tested, 1.1% active; AID 1565; in the data active = inhibition above about 60%
V1R ag counter = activates human V1a receptor in oxytocin agonist counter-screen; P37288; activation, % at 3 µM; AID 2797; CHO-V1R cells, Fluo-8 calcium fluorescence, agonist mode; 0% DMSO, 100% 3 nM vasopressin; 320,000 tested, 0.25% active;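 active = activation above the mean activation of all tested compounds plus 3 SD, per screening run, cut at about 20% in these data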;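 also: signal is peak over basal fluorescence ratio across a 100 second FLIPR read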
Target sequence (P37288 whole entry, looked up): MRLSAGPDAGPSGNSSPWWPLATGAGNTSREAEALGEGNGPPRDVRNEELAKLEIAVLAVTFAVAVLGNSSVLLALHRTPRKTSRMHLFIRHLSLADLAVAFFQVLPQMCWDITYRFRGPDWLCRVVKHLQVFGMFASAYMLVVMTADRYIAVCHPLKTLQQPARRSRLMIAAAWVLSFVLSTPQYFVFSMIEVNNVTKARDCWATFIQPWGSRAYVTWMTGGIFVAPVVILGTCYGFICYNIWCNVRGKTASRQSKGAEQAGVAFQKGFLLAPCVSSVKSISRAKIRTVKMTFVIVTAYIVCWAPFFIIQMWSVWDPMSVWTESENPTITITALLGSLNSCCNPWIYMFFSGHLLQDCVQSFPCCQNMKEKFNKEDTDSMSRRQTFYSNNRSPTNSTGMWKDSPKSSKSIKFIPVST
VIM-2 inhibitor = blocks Pseudomonas aeruginosa VIM-2 metallo-beta-lactamase; purified VIM-2, nitrocefin hydrolysis, epi-absorbance fluorescence; inhibition, % at 5.6 µM; 290,000 tested, 0.89% active; AID 1527;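 active = inhibition above the mean of all tested compounds plus 3 SD, cutoff set per screening run, cut at about 7.5% in these data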;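 also: red hydrolysis product quenches plate fluorescence so inhibitors raise well fluorescence; 0% = enzyme with DMSO and 100% = DMSO without enzyme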
GPR7 antag = antagonists of human GPR7 (neuropeptides B/W receptor 1). GPR7-expressing cells, fluorescence antagonist assay. inhibition, % at 4.4 µM. 290,000 tested, 1.1% active. AID 1861; in the data active = inhibition above about 16%, passing the limit was not always enough;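 also: cells stimulated with the agonist NPW; 0% = agonist with vehicle and 100% = vehicle without agonist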
NS3 helicase inh = inhibitors of Hepatitis C virus NS3 helicase; inhibition, % at 10.9 µM; NS3 helicase DNA unwinding, Cy5 molecular beacon fluorescence; 290,000 tested, 0.56% active; AID 1800;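 active = inhibition above the mean of all tested compounds plus 3 SD, set per campaign, cut at about 35% in these data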;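 also: 0% = DMSO wells and 100% = thioflavine S control wells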
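Material: hepatitis C virus NS3 helicase domain fragment enzyme; measured by: Cy5 fluorescence, 0 and 60 min reads; control set: DMSO and thioflavine S; incubation: 60 min unwinding reaction at 25 °C after ATP addition; read-out basis: % inhibition from 60/0 min fluorescence ratio, DMSO 0%, thioflavine S 100%; repeats: singlicate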
FID counter = fluorescent intercalator displacement, NS3 helicase counter-screen | DNA fluorescent intercalator displacement, fluorescence | inhibition, % at 7.9 µM | 290,000 tested, 0.17% active; in the data active = inhibition above about 37%;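 also: 0% = vehicle and 100% = reference compound; higher means more ethidium bromide displaced from hairpin DNA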
* marks the source's active call; other numbers are inactive results; . = not tested or not shown; & = joins results of further samples. No enrichment for hits; 4.3% or so of the library scored in one or more.

Below each compound – NS3 helicase inh, OXTR agonist, PHOSPHO1 block, FID counter, V1R ag counter, GPR7 antag, VIM-2 inhibitor, IMP-1 inhibitor, GalR3 antag
> Cc1cccc(C(=O)NC2CC3CCCC(C2)N3Cc2ccccc2)c1 (stereo unspecified)
 : 11.7, 0.8, 31.1, 5.7, 1.3, -6.3, -2.1, -4.3, -2.6
> Cc1cc(C)nc(SC(C)CNS(=O)(=O)c2ccccc2)n1 (stereo unspecified)
 : 4.0, 2.1, 0.3, -9.4, 0.1, -10.8, -3.0, -1.3, -1.3
> CCOc1ccc(NC(=O)NCc2ccco2)cc1
 : 7.4, -0.8, 67.1*, 1.1, 0.0, -14.0, -0.9, -1.7, -4.0
> O=S(=O)(Cc1ccccc1)Nc1ccc(S(=O)(=O)NCC2CCCO2)cc1 (stereo unspecified)
 : 1.9, 0.6, 10.9, 2.5, 1.5, -1.6, -0.9, -2.1, -1.4
> COc1cccc(C(=O)Nc2ccc(N3CCN(S(C)(=O)=O)CC3)cc2)c1
 : -4.5, 2.1, -3.2, -6.4, 2.0, -2.2, -4.3, -3.6, -8.1
> Cc1ccc(N2C(=O)c3ccccc3C2Nc2ccc(S(=O)(=O)N3CCOCC3)cc2)nc1 (stereo unspecified)
 : -7.8, -0.2, -2.0, -14.0, 0.7, -7.9, 1.6, -4.2, .
> COc1ccc(NC(=O)CSc2nc3c(c(=O)n2-c2ccccc2OC)SCC3)cc1
 : -5.8, -2.9, -10.0, -10.8, -1.1, -3.5, -5.7, -3.9, .
> O=C(CSc1nnc(C2CC2)n1CC1CCCO1)Nc1ccc(Cl)cc1 (stereo unspecified)
 : -1.0, 6.8, 32.0, -22.0, -0.5, 0.8, -0.6, -2.3, -10.2
> NC(=O)CC1SC(N)=NC1=O (stereo unspecified)
 : -1.6, 0.6, 11.5, -3.0, -0.7, -9.5, -1.9, -3.4, -3.4
> COc1ccc(/C=C2\Oc3cc(OCC(=O)N4CC(O)C[C@H]4C(=O)O)ccc3C2=O)c(OC)c1OC (stereo partly specified)
 : -3.4, 0.3, -2.1, -21.4, 0.4, -6.2, -1.9, -3.3, -4.4
> Nc1cc(OC(=O)c2cccs2)nn1S(=O)(=O)c1ccccc1
 : -8.5, -1.6, -7.7, 3.1, 0.9, -12.3, -2.2, -1.9, -1.7
> CCN1CCN(C2=C(NS(=O)(=O)c3ccc(Br)cc3)C(=O)c3ccccc3C2=O)CC1
 : 11.8, 0.3, 29.0, 9.2, 1.0, -8.1, 0.6, -1.3, 3.4
> COc1cc(NC(=O)c2cc(C)no2)cc(OC)c1OC
 : -0.9, 0.6, -29.2, -10.5, -1.0, -8.8, -1.5, -3.3, -10.0
> COc1ccc(C2=NS(=O)(=O)N(C)C(C(=O)NC3CCCCC3)=C2)cc1
 : 2.5, 1.4, 20.2, -21.1, 3.6, 11.8, -0.4, -2.3, .
> O=C(CN1C(=O)NC2(CCSC2)C1=O)N1CCN(c2ccc(F)cc2)CC1 (stereo unspecified)
 : -2.2, -0.6, 99.0*, -2.7, 1.6, -7.3, -0.2, 0.8, -1.8
> Cc1c(CCC(=O)O)c(=O)oc2cc3occ(-c4ccc(F)cc4)c3cc12
 : 14.6, 4.3, 8.7, -22.2, 2.6, 17.7, 4.0, 1.3, -3.1
> Cc1ccccc1OCC(O)CN1CCN(CCN2C(=O)c3cccc4cccc(c34)C2=O)CC1 (stereo unspecified)
 : -67.0, -2.0, -14.7, 2.1, 5.3, -6.9, -1.4, -3.4, -2.1
> CC(NC(=S)NNS(=O)(=O)c1ccc(C(C)(C)C)cc1)c1ccccc1 (stereo unspecified)
 : 7.7, 3.3, 23.9, -21.1, 5.5, -22.0, -2.3, -2.3, -5.9
> CCCN(CCC)C(=O)CC(c1ccccc1)c1ccco1 (stereo unspecified)
 : 18.4, -2.2, 16.0, -28.2, -1.8, -7.0, 2.0, 0.9, -4.6
> O=C(COc1ccc(Br)cc1)Nc1cc(S(=O)(=O)N2CCCCC2)ccc1N1CCCCC1
 : -0.7, -0.8, 1.9, -2.9, -0.8, -5.5, 0.2, -2.7, -1.5
> Cc1ccc(Oc2nn[nH]n2)cc1
 : -4.7, 0.6, 4.1, -0.7, 0.2, 11.0, -1.0, -1.6, -4.3
> COc1cc(C(=O)NCc2cn3cccc(C)c3n2)cc(OC)c1OC
 : -2.4, -0.9, 2.7, -4.3, -0.6, -14.5, -1.9, -2.7, .
> O=C(CSCc1ccc(Cl)c(Cl)c1)Nc1c[nH]c(=O)[nH]c1=O
 : -1.9, -0.1, 1.0, 4.3, -0.7, -4.8, -1.8, -3.0, -3.2
> Cc1ccc(N(Cc2ccco2)C(=O)c2cccc(S(=O)(=O)N(C)C)c2)cc1
 : 3.6, -2.2, -5.7, -32.3, 2.0, 0.7, -1.4, -1.8, 0.2
> O=c1[nH]cnc2c1sc1nc3c(c(-c4ccc(Cl)cc4)c12)CCC3
 : 3.0, 0.7, 16.2, 0.7, 0.1, -14.7, -2.6, -0.2, -0.8
> CSc1nc(N)nc(-c2cccs2)c1C#N
 : -3.3, -1.1, 50.3, 2.0, -1.0, 0.1, 3.5, -3.4, -3.6
> Cc1ccc(F)cc1NCC(=O)Nc1ccc(Cl)cc1F
 : -6.7, -0.2, -1.4, 9.3, 0.4, -1.0, -1.1, -2.1, 1.7
> O=C(CSc1nc2ccccc2[nH]1)N1CCCCC1
 : 5.7, 0.1, 12.4, -9.5, 0.4, -7.6, -1.2, -4.9, -1.6
> COc1ccc(NC(=O)Cn2c(=O)n(CC(=O)NCc3ccco3)c(=O)c3ccccc32)cc1
 : 5.7, 0.7, 7.1, 0.6, 0.8, 3.5, -2.4, -2.2, -2.8
> Cc1ccc(N2C(=O)C3C4C=CC(CNC(=S)Nc5ccc(F)cc5)(O4)C3C2=O)cc1 (stereo unspecified)
 : 7.5, -0.2, 4.9, 0.4, 3.8, -4.0, -4.0, -3.5, -0.8

Continuation:
Below each compound – NS3 helicase inh, OXTR agonist, PHOSPHO1 block, FID counter, V1R ag counter, GPR7 antag, VIM-2 inhibitor, IMP-1 inhibitor, GalR3 antag
> CN(C)S(=O)(=O)c1cc(NC(=O)c2cc(=O)c3ccccc3o2)ccc1Cl
 : -12.7, 1.7, 32.0, -9.3, 1.6, -15.4, -1.4, -4.6, -9.0
> Cc1ccn(C(=O)c2ccc(NC(=O)C3CCCCC3)cc2)n1
 : 13.8, -1.1, 22.1, -5.1, 0.0, 2.5, 0.8, 0.2, -4.6
> CN(C)S(=O)(=O)N1CCN(CC(=O)Nc2ccc(Br)cc2)CC1
 : -2.7, 1.7, 20.1, -8.9, 0.8, -16.0, -2.2, -0.6, -7.9
> CCN(C(=O)Cc1cccs1)c1nnc(-c2cc(OC)c(OC)c(OC)c2)s1
 : 1.6, -1.2, -14.2, -29.2, 3.8, -14.4, -3.3, -2.0, 8.1
> COc1c(Cl)cnn(-c2ccccc2)c1=O
 : -1.3, -0.7, 11.6, -0.4, 0.6, -4.8, -4.6, -2.9, 1.7
> COc1ccc(NC(C)=O)cc1S(=O)(=O)Nc1ccccc1C(=O)NCCc1ccccc1
 : -2.7, 0.1, 37.0, -28.0, -0.1, -6.8, -3.5, -3.7, -8.3
> CN(c1ccc(Br)cc1)S(=O)(=O)c1ccc2[nH]cc(C(=O)NCCN3CCOCC3)c(=O)c2c1
 : -13.1, 0.3, 36.8, 2.0, 0.8, -10.7, -0.9, -3.6, 2.5
> CCOC(=O)CCCSc1nc2sc3c(c2c(=O)[nH]1)CCC3
 : -0.7, 0.3, -0.3, -2.7, -0.2, -6.4, 0.8, -2.3, -1.2
> CCNC(=O)CN(CCc1ccccc1)S(=O)(=O)c1ccc(OC)cc1
 : -1.6, 0.5, -0.1, -16.0, 0.0, -5.8, -1.7, 0.3, -1.5
> CCCCNC(=O)NNC(=O)c1ccoc1C
 : -1.6, 1.7, -10.4, 0.8, 1.3, 2.4, -4.8, -2.1, -0.9
> COc1ccc(C)cc1-n1nnnc1SCc1nc2ccccc2c(=O)[nH]1
 : -9.0, 2.8, 20.2, -4.2, 3.8, 0.7, 0.7, -2.4, -5.2
> COc1cccc(CNC(=O)Cn2ccc3cc(S(=O)(=O)N4CCCCCC4)ccc32)c1
 : -10.8, 3.3, 34.4, -34.7, 6.9, 2.9, -2.0, -2.3, 2.2
> CCN(CC)CCNC(=O)C(=O)NCC1OCCN1S(=O)(=O)c1ccc([N+](=O)[O-])cc1 (stereo unspecified)
 : -7.0, -1.1, 8.4, 13.6, -1.0, 3.3, -0.5, -2.3, -4.5
> COc1ccc(S(=O)(=O)NC(C)C(=O)N2CCCC2)cc1C (stereo unspecified)
 : -7.3, ., -0.8, -10.6, ., 2.7, -3.3, -4.0, -10.4
> COc1ccc(CNC(=O)C2CCC(CNc3c(N4CCOCC4)c(=O)c3=O)CC2)cc1 (stereo unspecified)
 : 0.0, 0.7, -7.3, -11.3, 0.6, -9.9, -3.7, -3.4, -3.0&0.9
> O=S(=O)(c1ccc(NCC2CCCCC2)nc1)N1CCOCC1
 : -4.2, -2.4, -11.0, -12.9, -0.9, 14.3, -1.1, -2.1, -6.7
> c1cncc(Nc2nc(-c3cccnc3)cs2)c1
 : -0.4, 0.7, -24.9, -16.4, -1.3, -8.7, 12.2*, -2.6, -3.9
> S=C(Nc1ccccc1Cl)NC1CCCCCC1
 : -0.6, -3.2, 50.7, -5.9, 0.4, -14.6, -1.9, -1.5, -5.7
> O=C(CSc1ncnc2c1oc1ccccc12)Nc1ccccc1C(F)(F)F
 : 4.3, 0.0, 7.7, 4.5, 1.5, -1.7, -1.8, -2.9, -1.4
> COC(=O)c1c(CSc2ccc(Cl)cc2)noc1C(=O)NCc1ccco1
 : 21.3, -0.3, 20.6, -19.7, 3.2, 17.1, 1.4, -0.1, -5.2
> O=C(COc1ccccc1F)NNC(=O)c1cccc(-n2cccc2)c1
 : 5.6, -0.3, -67.3, -11.1, 1.0, -4.6, -0.7, -1.9, 6.8
> O=C(CSc1n[nH]c(-c2ccccc2)n1)Nc1ccc(F)cc1F
 : -7.5, -0.3, 21.8, -9.2, 0.3, -6.3, -1.5, -3.0, -1.8
> CCOC(=O)CN(C(=O)CSc1nnc(CNc2ccc(F)cc2)n1CC)c1ccc(F)cc1
 : -2.8, -2.3, -29.2, -25.1, 0.1, 3.9, -0.8, -1.1, -6.0
> Cn1cc(CN2CC3C[C@@H]4CC2C[C@H](C3)C4)c(-c2ccc3c(c2)OCCO3)n1
 : -3.6, 0.7, 16.8, 9.4, 0.2, 2.8, -0.4, -0.3, 1.9
> CC(=O)c1c(C(C)=O)c(C)n(-c2cccc([N+](=O)[O-])c2)c1C
 : -6.5, -1.7, 7.9, -3.6, 0.3, -5.6, -4.1, -1.9, 5.0
> O=C(O)CCC(=O)Nc1ccccc1Oc1ccccc1
 : -9.0, 0.1, 8.3, -1.2, 0.9, -9.9, 1.0, 0.0, -4.7
> Cc1ccccc1CCN(C(=O)c1csnn1)C(C(=O)NC1CCCC1)c1ccncc1 (stereo unspecified)
 : 4.6, -0.8, 3.0, -28.2, -0.9, -0.6, 1.1, -0.9, 6.0

High-throughput results: PubChem BioAssay, several laboratories
